SDO1 yeast rescue: sdo1-depleted yeast growth rescue; S. cerevisiae sdo1-depleted JHY4D growth rescue, OD600 30 h; stronger effect = higher value; pdr5 snq2 efflux-pump mutant strain; z-score at 10 µM; hit rate 0.21% among 140,000;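 active means z-score above 3 at both the 24 hr and the 30 hr optical density reads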;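 further: z-score against mean and SD of all compound wells on the same plate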
INS promoter inh: TRM-6 insulin promoter activity inhibition. hit rate 0.9% among 130,000. inhibition, % at 2 µM. TRM-6 cells (human fetal islet line), insulin promoter-eGFP reporter, imaging; reporter expression induced with tamoxifen;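 active means inhibition above the mean plus 3 SD, with well images judged a real hit on visual review, cut at about 60% in these data, passing the limit was not always enough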
SDO1 yeast rescue Rescue 24 h: second read-out of SDO1 yeast rescue, no call of its own (marks repeat the call); z-score; S. cerevisiae sdo1-depleted JHY4D growth rescue, OD600; measured here: growth rescue at 24 h;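 0 is the plate mean of compound wells and units are plate SD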
* marks the source's active call; other numbers are inactive results; . = no result given; & = joins results of further samples.

Compound,SDO1 yeast rescue,SDO1 yeast rescue Rescue 24 h,INS promoter inh
CC(=O)c1sc(N/N=C\c2ccc(C)cc2)nc1C,-1.5,-0.02,-7
CCCCCC(C(=O)O)C(C)CC(=O)NC1CCCCC1 (stereo unspecified),-1.1,-2.1,55
Cc1ccccc1NC(=O)c1nc2nccc(C)n2n1,.,.,-27
Cc1nc2ncnn2c(C)c1CCC(=O)N1CC(C)CC(C)C1 (stereo unspecified),0.98,-0.23,-26
Cc1ccc(NC(=O)c2ccc(-n3cccn3)nc2)cc1,.,.,-26
Nc1c(S(=O)(=O)c2cccs2)c2nc3ccccc3nc2n1CCc1ccccc1,-1.3,-0.88,-2
Cc1nn(-c2cc(C(F)(F)F)ccc2Cl)c2nc(C(F)(F)F)[nH]c(=O)c12,0.62,-0.3,9
COc1cccc(/C=C/C(=O)c2c(O)cc(C)oc2=O)c1O,-0.4,-0.6,-26
O=C(CCCCCn1c(=S)[nH]c2ccc(N3CCOCC3)cc2c1=O)NCc1ccccc1,-0.48,-0.15,27
Cc1sc2nc(SCc3nc4ccccc4[nH]3)n(Cc3ccco3)c(=O)c2c1C,-0.67,-0.68,50
Cc1ccc(-c2nnn(CC(=O)N(CC(=O)NCc3ccccc3)c3cccc(C)c3C)n2)o1,-0.87,-0.76,21
O=C(COc1ccc(Cl)cc1)Nc1ccc(C(=O)NCc2cccnc2)cc1,-0.02,1.7,-17
Fc1ccc(/C=N/Nc2ccccn2)cc1,-0.87,-1.3,35
S=C(NCC1CCCO1)Nc1ccccc1Cl (stereo unspecified),0.52,0.47,-27
CC1(C)Oc2ccc3ccc(=O)oc3c2-c2cn[nH]c21,-0.58,-0.35,-45
CC1CCN(CC(C)CNC(=O)c2cc(-c3ccccn3)nc3ccccc23)CC1 (stereo unspecified),1.5,0.29,3
O=S(=O)(NCc1ccccc1)c1cccc2nonc12,0.41,0.52,69
CCCC(N)CCCCCC(=O)O (stereo unspecified),0.54,0.41,.
CC1=C(C(=O)OCc2ccc(C)cc2)C(c2ccc(O)c([N+](=O)[O-])c2)NC(=O)N1 (stereo unspecified),.,.,89*
CCOC(=O)C1C(C)=CC(=O)CC1c1ccco1 (stereo unspecified),0.07,-0.31,-27
CC1CCCN(C(=S)Nc2ccc(F)cc2)C1 (stereo unspecified),.,.,-15
Cc1cc(C)c2c(c1)/C(=N/NS(=O)(=O)c1ccc(Br)cc1)CCC2,-1.8,-0.93,0
CCOC(=O)C(=CNc1cc(C)nn1-c1ccccc1)C(=O)OCC,-0.48,-0.57,34
CCCCN1C(=O)C(NC(C)=O)c2cc(Br)ccc21 (stereo unspecified),-0.03,-0.56,-43
CCn1c(COc2ccc(=O)n(-c3ccccc3)n2)nnc1SC,.,.,-118

Compound,SDO1 yeast rescue,SDO1 yeast rescue Rescue 24 h,INS promoter inh
O=C(COc1cccc(-n2cnnn2)c1)Nc1ccccc1,1,1.1,6
CCOC(=O)c1cn(CC(=O)Nc2ccc(C)cc2)nn1,1.3,1.5,.
CCOC(=O)Cc1csc(NC(=O)c2c(-c3c(Cl)cccc3Cl)noc2C)n1,-0.17,-0.41,24
O=C(N/N=C\c1ccc(COc2ccc([N+](=O)[O-])cc2)o1)c1ccc(Cl)cc1,-1.6,-1.4,46
Nc1cc(-c2ccccc2)nn1Cc1ccccc1,.,.,19
Cc1cc(N2CCC(C)CC2)nc(-n2nc(C)cc2C)n1,-0.19,0.11,.
O=c1c2ccccc2sn1-c1ccccc1,-1.9,-1.4,7
CC(C)CNC(=O)C1CCCN(C(=O)NCc2ccccc2)C1 (stereo unspecified),.,.,7
CCN(CC)CCCNc1nc2cc(OC)c(OC)cc2c2nc(-c3cccnc3)nn12,0.24,-0.33,25
CCCCC(=O)Nc1cccc(C(C)O)c1 (stereo unspecified),.,.,0
CCN1CCCC1CNC(=O)CN1C(=O)COc2ccc(C)cc21 (stereo unspecified),0.28,-0.2,.
CN(c1ccc([N+](=O)[O-])cc1C(N)=O)C1CCCCC1,.,.,5
COc1ccc(/C=C/C(=O)NCc2cnn(C)c2C)cc1COc1ccc(Br)cc1,-0.84,-0.48,-16
Clc1ccc(CN2CCN(/N=C/c3cccnc3)CC2)cc1,.,.,0
COC(=O)c1c(C(=O)OC)c(-c2ccc(C)cc2)n2c1CS(=O)C2 (stereo unspecified),-0.45,-0.55,-50
Cc1cccc(NC(=O)NCC(c2cccnc2)N2CCOCC2)c1 (stereo unspecified),1.8,1.9,21
O=C(Nn1c(=S)[nH]c2ccccc2c1=O)c1ccncc1,-0.14,-0.31,65
CCN(CC)C(=O)CSc1nsc(SCC(=O)N(CC)CC)c1C#N,0.68,0.53,15
CCOCCCn1c(=S)[nH]c2cc(C(=O)N3CCOCC3)ccc2c1=O,1.6&-0.56,1.4&-0.87,.
COCC(C)n1c(C)cc(C(=O)COC(=O)CN=C2NS(=O)(=O)c3ccccc32)c1C (stereo unspecified),0.57,0.02,-21
O=C(NCc1cccs1)C1CC(=O)N(C2CCCC2)C1 (stereo unspecified),0.29,0.07,-45
CC1CCCCC1NC(=O)COc1ccc(-n2cnnn2)cc1 (stereo unspecified),1.1,0.65,19
CCC(=O)c1ccc(N2CCN(C(=O)c3cccc(F)c3)CC2)c(F)c1,.,.,23
CCn1c(SCc2ccc(OC)cc2)nnc1-c1ccncc1,0.35,-0.6,-123
O=C(Nc1nc(-c2cccs2)c(C(=O)C(F)(F)F)s1)c1ccco1,.,.,-7

Compound,SDO1 yeast rescue,SDO1 yeast rescue Rescue 24 h,INS promoter inh
NS(=O)(=O)c1ccc2nc(NC(=O)C3CCCO3)sc2c1 (stereo unspecified),0.87,1.4,18
Cc1sc2ncn(CC(=O)NCc3ccccn3)c(=O)c2c1S(=O)(=O)N1CCOCC1,-0.33,-1.1,-8
CC(C)OC(=O)/C(C#N)=C/c1cn(Cc2ccccc2)c2ccccc12,-0.76,-0.74,.
C#CCOCCOCCOCCNc1nc(N2CCN(C(=O)[C@H](C)n3cc(CCCN=C(N)N)nn3)CC2)nc(N2CCN(C(=O)[C@H](Cc3ccc(O)cc3)n3cc(CCO)nn3)CC2)n1,0.63,0.31,-5
O=C(CC1CC2CCC1C2)OCC(=O)c1c[nH]c2ccccc12 (stereo unspecified),-1.3,-0.55,6
CCCCOc1ccc(C(=O)NCCCC(=O)N2CCCCC2)cc1,0.11,-0.1,60
C=CCc1c(C)nc2c(C(=O)O)cnn2c1C,1.6,1.6,.
COC(=O)C1(C)Nc2ccccc2C(=O)N1c1ccccc1OC (stereo unspecified),0.82,0.64,-17
Cc1cccc(C)c1NC(=S)NN(Cc1ccccc1)c1ccccc1,-1.1,-0.24,.
Cc1ccc2nsnc2c1S(=O)(=O)N1CCN(Cc2ccc3c(c2)OCO3)CC1,-0.5,-0.57,11
CCN(C(=O)COc1cc(=O)n(CC)c2ccccc12)c1cc(Cl)ccc1OC,-1.1,-0.65,.
COc1ccc(COC(=O)c2nc3nc(C)cc(C)n3n2)cc1F,1.2,1.5,.
[O-]/[N+](=C/c1ccc(F)cc1)c1ccc(Cl)cc1,0.18,-0.54,32
COC(=O)c1c(C(=O)OC)n(CCCN)c2ccc(C)cc12,0.98,0.76,-410
CC(C)(C)NC(=O)C(c1ccc(O)cc1)N(Cc1ccco1)C(=O)Cn1nnc(-c2cccs2)n1 (stereo unspecified),1,1.2,19
CCCn1c2ccccc2c2nc3ccccc3nc21,-1.3,-1.2,67
CCCCC(c1nnnn1CC1CCCO1)N1CCN(c2cccc(C)c2C)CC1 (stereo unspecified),-1.2,-0.57,55
COc1ccc(NC(=O)[C@H](CCS(C)(=O)=O)N2Cc3ccccc3C2=O)c(OC)c1,0.37,1.1,.
COc1cccc(/C=C/C(=O)NCc2cn3cc(Cl)ccc3n2)c1OC,.,.,8
CCOc1ccc(N(C(=O)c2cnsn2)C(C(=O)NC2CCCCC2)c2ccncc2)cc1 (stereo unspecified),0.99,1,-39
Cc1cc(-c2n[nH]c(=S)n2/N=C/c2cc([N+](=O)[O-])ccc2Cl)n[nH]1,0.52,-0.01,11
O=C(O)c1ccccc1-c1ccccc1C(=O)NNc1ccccc1,0.26,-0.58,21
Cc1ccc(-n2cnnn2)c(S(=O)(=O)N2CCOCC2)c1,0.2,-0.26,50
Cc1cc(NC(=O)C2CCC2)n(-c2ccccn2)n1,0.05,-0.85,.
CC1=NNC(=O)/C1=C\c1cn(-c2ccccc2)nc1-c1cccs1,-1.9,-1.5,-20

An excerpt from above, showing only SDO1 yeast rescue and SDO1 yeast rescue Rescue 24 h:
Molecule	SDO1 yeast rescue	SDO1 yeast rescue Rescue 24 h
COc1ccc(COC(=O)c2nc3nc(C)cc(C)n3n2)cc1F	1.2	1.5
[O-]/[N+](=C/c1ccc(F)cc1)c1ccc(Cl)cc1	0.18	-0.54

INS promoter inh, hit marks shown above
Compound,SDO1 yeast rescue,SDO1 yeast rescue Rescue 24 h,INS promoter inh
CC1=C(C(=O)OCc2ccc(C)cc2)C(c2ccc(O)c([N+](=O)[O-])c2)NC(=O)N1 (stereo unspecified),.,.,89*

Quoted from the listing:
COC(=O)C1(C)Nc2ccccc2C(=O)N1c1ccccc1OC (stereo unspecified) in SDO1 yeast rescue Rescue 24 h reads 0.64
CC(C)(C)NC(=O)C(c1ccc(O)cc1)N(Cc1ccco1)C(=O)Cn1nnc(-c2cccs2)n1 (stereo unspecified) in SDO1 yeast rescue Rescue 24 h reads 1.2
COC(=O)c1c(C(=O)OC)n(CCCN)c2ccc(C)cc12 in SDO1 yeast rescue reads 0.98

(more compounds)
Each structure is followed by: SDO1 yeast rescue | SDO1 yeast rescue Rescue 24 h | INS promoter inh
Cc1ccc(CON=C2CCN(c3ncc(C(F)(F)F)cc3Cl)CC2)cc1
→ 0.41 | -0.08 | 13
Cc1ccc(C)c(NC(=O)CCC(=O)NNC(=O)c2cccs2)c1
→ 0.52 | -0.15 | -15
CCN(CCNC(=O)c1cc(C)nn1-c1ccccc1)c1ccccc1
→ -0.42 | -0.71 | -20
Cc1cc(-c2csc(NC(=O)c3ccc(S(=O)(=O)N(C)C)cc3)n2)c(C)n1-c1ccccc1
→ 0.7 | 1.4 | 3
Cc1ccc(S(=O)(=O)N2CCC(C(N)=O)CC2)c(C)c1C
→ 0.75 | -0.78 | -6
Nc1ccccc1-c1nnc(-c2ccc(-c3ccccc3)cc2)o1
→ 0.74 | 1.4 | -38
Cc1ccc(N2CC(C(=O)NCc3cccs3)CC2=O)cc1C (stereo unspecified)
→ 0.01 | -0.25 | -19
C=C(Cl)COc1ccc2c(CCC)cc(=O)oc2c1
→ 0.15 | -0.15 | -293
CC(C)(C)Nc1nc2nonc2nc1NC(C)(C)C
→ -0.3 | -0.61 | .
CCc1cc2c(N[C@@H](Cc3c[nH]c4ccccc34)C(=O)O)ncnc2s1
→ 1.6 | 1.9 | -86
CCOc1ccc(C(=O)N/N=C/c2ccc(-c3ccc(S(=O)(=O)Nc4ncccn4)cc3)o2)cc1
→ 0.59 | -0.34 | -16
Brc1cccc(-c2nnc(SCc3nc4ccccc4[nH]3)o2)c1
→ -2.1 | -0.96 | .
CCOC(=O)C1C(=O)C=C(c2ccc(OC)cc2)CC1c1ccco1 (stereo unspecified)
→ -1.2 | -1 | 0
O=c1cc(NCCCO)c2ccccc2o1
→ -0.3 | -1.1 | -11
Cc1ccc(C(=O)C(NC(=O)c2ccco2)Nc2sc3c(c2C(N)=O)CCCC3)cc1 (stereo unspecified)
→ -1.2 | -1.2 | 15
O=C(NC1CCCCCC1)c1ccc[nH]c1=S
→ . | . | 20
O=C(NCc1ccccc1Cl)c1cccc(NC(=O)c2ccccc2)c1
→ -0.82 | -0.43 | .
CCOC(=O)C(C)n1nc(/C=C/c2ccccc2)ccc1=O (stereo unspecified)
→ -0.07 | 0.06 | 0
CCOC(=O)C(CCCCCOc1ccc([N+](=O)[O-])cc1)C(=O)OCC
→ -0.66 | -1.1 | .
CCOC(=O)C=Nc1c(N)n(C)c(=O)n(C)c1=O
→ 0.04 | -0.79 | 37

4 of these compounds, reformatted.
SDO1 yeast rescue | SDO1 yeast rescue Rescue 24 h | INS promoter inh | compound
1.8 | 1.9 | 21 | Cc1cccc(NC(=O)NCC(c2cccnc2)N2CCOCC2)c1 (stereo unspecified)
-0.14 | -0.31 | 65 | O=C(Nn1c(=S)[nH]c2ccccc2c1=O)c1ccncc1
0.68 | 0.53 | 15 | CCN(CC)C(=O)CSc1nsc(SCC(=O)N(CC)CC)c1C#N
1.6&-0.56 | 1.4&-0.87 | . | CCOCCCn1c(=S)[nH]c2cc(C(=O)N3CCOCC3)ccc2c1=O

Later entries:
Each structure is followed by: SDO1 yeast rescue | SDO1 yeast rescue Rescue 24 h | INS promoter inh
Cc1ccc(S(=O)(=O)N(C)c2c(C)ccc(S(=O)(=O)Nc3ccncc3)c2C)cc1
→ 0.77 | 1.8 | -69
Fc1cccc(CSc2ncnc3c2oc2ccccc23)c1
→ -1.3 | -0.64 | .
Cc1ccc(S(=O)(=O)CC(O)CN2CCCC2=O)cc1 (stereo unspecified)
→ 0.7 | 0.19 | 24
O=C(Cn1nnc(-c2ccccc2)n1)NCc1ccco1
→ 1.9 | 2.3 | .
CN1CCN(CCOc2ccc(Cl)c(Cl)c2)CC1
→ 0.53 | 0.54 | 30
Cc1nc2ccc(S(=O)(=O)NC(CC(C)C)C(=O)O)cc2s1 (stereo unspecified)
→ 1.2 | 0.97 | -30

High-throughput results deposited in PubChem BioAssay by several laboratories.
